15-hLO-2 inh: 15-hLO-2 (ALOX15B) enzyme inhibition | purified 15hLO-2, xylenol orange hydroperoxide absorbance | Potency, µM (highest dose often 57.1 µM), for inactives: at the top dose activity change, negative = inhibition, most hits filed as inhibitors | 110,000 compounds, 0.56% hits | AID 881; further: potency means the concentration at half of the fitted maximal effect; nearly all actives have a fitted effect of over 60% in size; many of its hits are not listed in these tables
Target sequence (O15296 whole entry, looked up): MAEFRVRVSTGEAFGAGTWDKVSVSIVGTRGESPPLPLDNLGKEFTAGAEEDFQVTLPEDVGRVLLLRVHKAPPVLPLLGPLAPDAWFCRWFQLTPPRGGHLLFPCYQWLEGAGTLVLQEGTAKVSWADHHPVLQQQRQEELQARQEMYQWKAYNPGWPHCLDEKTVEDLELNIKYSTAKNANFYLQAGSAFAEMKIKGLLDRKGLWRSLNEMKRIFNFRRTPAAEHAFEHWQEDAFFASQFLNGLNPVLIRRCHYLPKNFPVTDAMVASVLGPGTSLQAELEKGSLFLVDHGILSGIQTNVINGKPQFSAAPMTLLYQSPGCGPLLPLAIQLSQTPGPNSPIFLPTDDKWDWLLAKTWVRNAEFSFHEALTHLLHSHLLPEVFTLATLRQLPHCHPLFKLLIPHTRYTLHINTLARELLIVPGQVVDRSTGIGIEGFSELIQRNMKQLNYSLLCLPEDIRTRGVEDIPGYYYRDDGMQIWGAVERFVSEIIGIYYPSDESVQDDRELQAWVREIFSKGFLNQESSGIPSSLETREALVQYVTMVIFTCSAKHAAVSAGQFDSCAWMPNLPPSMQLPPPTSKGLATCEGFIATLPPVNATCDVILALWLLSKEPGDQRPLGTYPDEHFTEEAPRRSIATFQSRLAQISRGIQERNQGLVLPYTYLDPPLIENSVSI
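Purified human 15hLO-2 (50 nM) preincubated 15 min with compound, then 45 uM arachidonic acid for 90 min at RT in 25 mM Hepes pH 7.5, 0.01% Triton X-100. Hydroperoxide detected by Fe-xylenol orange; 573/405 nm absorbance ratio.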
IMPase inh: cell-permeable inhibitors of inositol monophosphatase (IMPase). P97697. CHO-M1 cells, IP1 accumulation, HTRF TR-FRET ratio. inhibition (IP1 accumulation), % at 46.1 µM. 120,000 tested, under 10 active. AID 901; active means well fitted curve in the direction sought with a large enough effect in the signal ratio, not every such curve was filed as active; inconclusive means small, poorly fitted or top-dose-only effect, or a change in a side signal; inactive means no such curve, though single readings can be large or run the other way; the % refers to the signal ratio;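 further: cells stimulated with carbachol in lithium chloride buffer; plate controls were DMSO basal wells for no effect and reference inhibitor wells for full effect; higher means more IMPase inhibition seen as more IP1 and lower FRET ratio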
Target sequence (P97697 whole entry, looked up): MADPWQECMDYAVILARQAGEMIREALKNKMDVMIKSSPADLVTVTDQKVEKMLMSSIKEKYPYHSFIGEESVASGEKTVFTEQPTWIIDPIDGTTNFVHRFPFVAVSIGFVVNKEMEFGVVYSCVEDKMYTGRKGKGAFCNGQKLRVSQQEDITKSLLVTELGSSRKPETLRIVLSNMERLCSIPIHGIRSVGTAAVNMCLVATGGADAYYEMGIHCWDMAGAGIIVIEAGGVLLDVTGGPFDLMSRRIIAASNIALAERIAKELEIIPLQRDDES
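Measured: the HTRF emission ratio (665/620 nm) plus the 620 nm donor channel, each fitted to the Hill equation to give AC50. Cells were CHO-M1 given compounds up to 46 uM and a 30 min carbachol stimulation at 37C.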
ALOX12 inhib: blocks human 12-lipoxygenase activity. Potency, µM (series often up to 57.1 µM), for inactives: at the top dose activity change, negative = inhibition, hits mostly inhibitors. P18054. 150,000 compounds, 0.12% hits. purified 12-hLO, xylenol orange hydroperoxide absorbance; further: potency means the concentration at half of the fitted maximal effect; nearly all actives have a fitted effect of over 55% in size; many of its hits are not listed in these tables
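Purified human 12hLO (150 nM), preincubated 15 min with compound, then 40 uM arachidonic acid for 30 min, room temperature, Hepes pH 7.0 with 0.01% Triton X-100. Hydroperoxide detected by ferrous iron/xylenol orange; 573/405 nm absorbance ratio gives reaction progress.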
PNC assembly inh: inhibitors of perinucleolar compartment assembly; PC3M PTB-GFP, PNC prevalence imaging, 16 h; active compounds read low; activity change (PNC), negative = inhibition, % at 10 µM; 140,000 compounds, 3.1% hits;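 active means readout at or below -70, meaning at least 70% loss of cells showing the perinucleolar compartment, a nuclear body marking cancer cells; inconclusive means readout between -30 and a set limit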;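 further: plate controls were DMSO wells for no effect and camptothecin positive control wells for full effect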
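Read-out is percentage of cells bearing a perinucleolar compartment, from automated 20x imaging of fixed, Hoechst-stained PC3M PTB-GFP cells. Cells were seeded 4 h, then exposed 16 h to compound (23 nl of library stock) in duplicate plates.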
An asterisk follows results filed as active; ? = inconclusive; / = no result given; [ ] = remark or other dose. Unless noted, the call rests on the fitted dose curve; in most records, active means well fitted curve in the direction sought with a large enough effect; inconclusive means small, poorly fitted or top-dose-only effect, or another doubt; inactive means no such curve, though single readings can be large; an effect the other way counts as inactive or inconclusive. Unless noted, on the % scale 0 is the no-effect control and ±100 the full control effect. Only part of the results is shown; the hit share may differ from the screen's.

1) O=C(CSc1ncccn1)NCc1ccc(F)cc1
2) Cn1ncc2c(Nc3ccc(-c4ccccc4)cc3)ncnc21
3) Cc1cc(C(=O)CSc2nnnn2-c2ccc(O)cc2)c(C)n1Cc1ccc2c(c1)OCO2
4) CNC(=O)CSc1nnc(-c2ccco2)n1-c1ccccc1OC
5) COc1cc(C(=O)Nc2nc(-c3ccc(C)cc3)cs2)ccc1OCC(=O)N1CCOCC1
6) c1ccc2c(c1)OCC(c1nn3c(Cn4nnc5ccccc54)nnc3s1)O2 (stereo unspecified)
7) CCCNc1nc(OC(C(F)(F)F)C(F)(F)F)nc(OC(C(F)(F)F)C(F)(F)F)n1
8) Cc1ccc2c(ccc[n+]2CC(=O)c2ccccc2)c1
9) c1ccc(CCN2CCN=C2Cc2ccccc2)cc1
10) Cc1csc(N(C)C(=O)CSc2nnc(COc3ccccc3C)o2)n1

assay / compound	1	2	3	4	5	6	7	8	9	10
IMPase inh	4	11	13	?	/	2	4	/	/	11
15-hLO-2 inh	9%	-6%	-10%	3%	/	-23%	0%	/	-5%[11.4 µM]	-3%
ALOX12 inhib	-1%	-7%	-1%	-2%	-4%	-3%	1%	-4%	0%[11.4 µM]	0%
PNC assembly inh	-3	-82*	-9	33	10	-7	20	4	/	?

11) Cc1ccc(NC(=O)N2CCC(NC(=O)C(C)(C)C)CC2)cc1
12) CC(=O)N1CCN=C1SCc1c(F)cccc1Cl
13) COc1cc(OC)c(OC)cc1/C=N/NC(=O)CC1C(=O)NN=C1C (stereo unspecified)
14) COc1ccc(-c2[nH]c(-c3ccc(F)cc3)nc2SCC(=O)NC2CCCC2)cc1
15) O=C(O)CC1S/C(=N/N=C/c2ccc(-c3ccc(Cl)cc3[N+](=O)[O-])o2)NC1=O (stereo unspecified)
16) NC(=O)C1CCN(C(=O)Cn2cccc2C(=O)c2ccccc2)CC1
17) O=C(C1CCCN(S(=O)(=O)c2ccccc2[N+](=O)[O-])C1)N1CCCC1 (stereo unspecified)
18) O=c1c2c(nc3nc(COc4ccccc4)[nH]n13)CCC2
19) CCOC(=O)c1c(C)oc2ccc(NS(=O)(=O)c3cccs3)cc12
20) Brc1cc2[nH]cnc2c2ccccc12

assay / compound	11	12	13	14	15	16	17	18	19	20
IMPase inh	11	-4	4	/	3	1	-3	6	-1	?
15-hLO-2 inh	-9%	1%	0%	/	?	-3%	/	-1%	-10%	26%
ALOX12 inhib	-5%	0%	4%	-4%	?	0%	-5%	3%	-12%	2%
PNC assembly inh	-25	-22	-11	6	-28	?	-22	-110*	2	5

21) c1ccc(-c2nc(NCc3ccco3)c3ccccc3n2)nc1
22) O=[N+]([O-])c1ccccc1N/N=C/c1c[nH]c2ccccc12
23) Brc1cc(Br)c2nc(-c3cccs3)ccc2c1
24) Cc1ccc(-n2c(SCC(N)=O)nc3c([nH]c4ccccc43)c2=O)cc1
25) COCCNC(=O)Cn1cnc2sc(C)c(S(=O)(=O)N3CCC(C)CC3)c2c1=O
26) COc1ccc(NC(=O)N[C@@H](CCSC)C(=O)O)cc1Cl
27) CC(C)C(C)NC(=O)COc1ccc(S(=O)(=O)N2CCOCC2)cc1[N+](=O)[O-] (stereo unspecified)
28) CNC(=O)c1csc(-c2ccc(C)cc2)n1
29) CCCOc1ccc(C(=O)C(CCC(CNCC)C(=O)c2ccc(OCCC)cc2)CNCC)cc1 (stereo unspecified)
30) CCCOc1cc(C)c(S(=O)(=O)n2ccc(C)n2)cc1C

assay / compound	21	22	23	24	25	26	27	28	29	30
IMPase inh	6	10	?	1	-2	-4	/	2	/	9
15-hLO-2 inh	42%[activator]	/	7%	-5%	-1%	9%	/	2%	/	12%
ALOX12 inhib	1%	-8%	-4%	-11%	-3%	-8%	-3%	-4%	-5%	-9%
PNC assembly inh	6	97	18	?	-7	-2	21	?	?	38

31) CCOC(=O)c1c(C)cc(OC)cc1O
32) CCC(C(=O)NC1CCCCC1)n1c(SCc2ccc(F)cc2)nc2ccncc21 (stereo unspecified)
33) CCOC(=O)C1C(c2ccc(C)o2)NC(=O)NC1(O)C(F)(F)F (stereo unspecified)
34) C=CCN1C(=O)C(C)S/C1=N\S(=O)(=O)c1ccc(Cl)cc1 (stereo unspecified)
35) CS(=O)(=O)N1CCC(C(=O)Nc2ccc(Br)cc2F)CC1
36) CC(C)(C)NC(=O)c1cccc2c1OC(C)(C)C2
37) C=CCNC(=O)c1ccc(C(=O)c2ccccc2)cc1
38) O=C(NCCN1CCc2ccccc2C1)C1CC(=O)N(C2CCCC2)C1 (stereo unspecified)
39) Cc1ccc(S(=O)(=O)/N=S(/C)c2ccccc2)cc1 (stereo unspecified)
40) O=C(Nc1nc(-c2ccc(Cl)cc2Cl)cs1)C1CCCO1 (stereo unspecified)

assay / compound	31	32	33	34	35	36	37	38	39	40
IMPase inh	/	/	-8	/	4	/	2	6	5	/
15-hLO-2 inh	10%	/	2%	/	3%	/	-2%	20%	3%	/
ALOX12 inhib	-1%	-8%	0%	-2%	-2%	-1%	1%	0%	0%	0%
PNC assembly inh	/	-10	12	26	24	?	?	0	?	-21

Limited to PNC assembly inh, IMPase inh and 15-hLO-2 inh, for 5 of the compounds above:
| # | Structure | PNC assembly inh | IMPase inh | 15-hLO-2 inh |
| --- | --- | --- | --- | --- |
| 20 | Brc1cc2[nH]cnc2c2ccccc12 | 5 | ? | 26% |
| 29 | CCCOc1ccc(C(=O)C(CCC(CNCC)C(=O)c2ccc(OCCC)cc2)CNCC)cc1 (stereo unspecified) | ? | / | / |
| 16 | NC(=O)C1CCN(C(=O)Cn2cccc2C(=O)c2ccccc2)CC1 | ? | 1 | -3% |
| 8 | Cc1ccc2c(ccc[n+]2CC(=O)c2ccccc2)c1 | 4 | / | / |
| 23 | Brc1cc(Br)c2nc(-c3cccs3)ccc2c1 | 18 | ? | 7% |

Remaining list, next part:
41) Cc1nnc(NC(=O)C2CCCN(S(=O)(=O)Cc3ccccc3)C2)s1 (stereo unspecified)
42) CCOC(=O)C1CCN(C(=O)COc2cccc(C)c2)CC1
43) CN(CCCNC(=O)c1ccc(N2CCCC2=O)cc1)c1ccccc1
44) COCCNC(=O)c1cc2c(=O)n3cccc(C)c3nc2n(Cc2ccncc2)c1=N
45) CC(=O)c1cc(C#N)c(Oc2cc(C)cc(C)c2)nc1C
46) Cc1ccc(S(=O)(=O)N2CCCCC2C(=O)N2CCN(c3ccccc3F)CC2)cc1 (stereo unspecified)
47) CCOC(=O)N1CCC(NC(=O)c2cc(C(=O)Nc3ccc(F)cc3F)ccc2CO)CC1
48) CCOC(=O)c1c(-c2ccccc2)[nH]c2ccc(O)cc12
49) CC(=O)c1cccc(NC(=O)c2ccc(N(Cc3ccc(C)cc3)S(C)(=O)=O)cc2)c1
50) O=S(=O)(NCC(c1ccco1)N1CCN(c2ccccc2F)CC1)c1ccc2c(c1)OCCO2 (stereo unspecified)

assay / compound	41	42	43	44	45	46	47	48	49	50
IMPase inh	1	-7	11	-8	1	-2	7	-8	4	-7
15-hLO-2 inh	-10%	-2%	/	-23%	3%	-3%	2%	-14%	3%	/
ALOX12 inhib	-4%	1%	0%	-19%	-5%	-3%	-2%	-7%	-5%	1%
PNC assembly inh	33	-85*	?	18	-114*	18	3	?	-5	7

51) COc1ccccc1-c1nc2ccccc2c(=O)n1NC(=O)c1cccs1
52) CCOc1ccc(NC(=O)Nc2ccc(N(C)C(C)=O)cc2)cc1
53) CCc1ccc(OCC(=O)NC(=S)Nc2ccc(C)cc2C)c(Br)c1
54) COC(=O)CC(=O)Cc1nc(N)nc(Nc2ccc(C)c(C)c2)n1
55) CCCCNS(=O)(=O)c1ccc(OCC(=O)OC)cc1
56) CC(C)(C)c1ccc(/C=C/C(=O)N2CCOCC2)cc1
57) Cc1cccc([N+](=O)[O-])c1NC(=O)CN(Cc1ccccc1)Cc1ccccc1
58) COc1ccc(OC)c(Nc2nc(N)nc(CSc3nnc(-c4ccncc4)o3)n2)c1
59) c1ccc(CCn2nnnc2C(c2cccnc2)N2CCN(c3nc4ccccc4s3)CC2)cc1 (stereo unspecified)
60) O=C(CS(=O)(=O)Cc1ccccc1)Nc1ccc(S(=O)(=O)N2CCOCC2)cc1

assay / compound	51	52	53	54	55	56	57	58	59	60
IMPase inh	/	13	9	2	/	/	/	5	5	-3
15-hLO-2 inh	/	2%	-6%	/	/	/	/	1%	5%	/
ALOX12 inhib	4%	-1%	2%	3%	-1%	1%	6%	2%	-5%	-5%
PNC assembly inh	14	15	-11	-100*	-24	177	?	30	0	14

61) c1ccc(-c2ccccc2OCCCN2CCCC2)cc1
62) O=C(CSc1nnc(-c2cccs2)n1Cc1ccco1)Nc1ccc2c(c1)OCO2
63) O=C(N/N=C/c1cccs1)c1cc(-c2ccc3ccccc3c2)n[nH]1
64) Cc1nc2sc(C(c3ccco3)N3CC(C)OC(C)C3)c(O)n2n1 (stereo unspecified)
65) CC(C)(NC(=O)N1CCCC1)c1cccc(C(C)(C)NC(=O)N2CCCC2)c1
66) CC(C)NC(=O)CN(c1cccc(Br)c1)S(C)(=O)=O
67) Cn1c(/C=C/N2CCOCC2)c(C(=O)c2ccc(Br)cc2)c(=O)n(C)c1=O
68) O=C(Nc1ccc2c(c1)OCO2)c1ccc(S(=O)(=O)NCC2CCCO2)cc1 (stereo unspecified)
69) Cc1ccc(C)n1-c1ccc(-c2nnco2)cc1
70) CCOc1ccc(-n2cnnn2)cc1S(=O)(=O)NC1CC1

assay / compound	61	62	63	64	65	66	67	68	69	70
IMPase inh	/	5	11	1	6	-11	3	3	4	6
15-hLO-2 inh	/	-11%	11%	-7%	3%	11%	-8%	-1%	6%	-2%
ALOX12 inhib	1%	-1%	1%	4%	-1%	-3%	-17%	1%	-6%	2%
PNC assembly inh	-107*	-7	-18	-5	9	?	33	17	?	-13

71) COc1ccc(CNC(=O)/C=C/c2cc([N+](=O)[O-])ccc2OC(F)F)cc1
72) O=[N+]([O-])c1ccc(NC(=S)N2CCc3ccccc3C2)cc1
73) C=C(C)C1(O)OC(=O)C=C1OC (stereo unspecified)
74) O=C(CC1(O)C(=O)N(CN2CCOCC2)c2ccccc21)c1ccccc1 (stereo unspecified)
75) Cc1ccc(S(=O)(=O)N(C)CC(=O)NC2CCCC2)cc1
76) Cc1cc(C)c2c3c(sc2n1)C1(CCSCC1)C(C#N)=C(N)O3
77) O=C(NC(C(=O)c1ccccc1)n1cnccc1=O)c1ccccc1 (stereo unspecified)
78) CC1CCCN(C(=O)Cn2nnc(-c3cccnc3)n2)C1 (stereo unspecified)

assay / compound	71	72	73	74	75	76	77	78
IMPase inh	-6	/	/	25	-2	3	-3	0
15-hLO-2 inh	-4%	/	-2%	7%	2%	/	-11%	-3%
ALOX12 inhib	-5%	3%	2%	-12%	2%	-1%	3%	-6%
PNC assembly inh	4	29	/	21	-23	-25	29	6

High-throughput results as filed in PubChem BioAssay.
